# Screening results as filed in PubChem.
# TCR act: activates T cell receptor signaling | 330,000 tested, under 10 active | Potency, µM (series often up to 9.22 µM), for inactives: at the highest dose activation of IL-2 secretion, actives largely listed as activators | primary human leukocytes, anti-CD3, IL-2 HTRF, 48 h; note: % of control where 0% means no effect
#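 Primary human leukocytes were stimulated with a-CD3 beads plus compounds for 48 hr without co-stimulation; secreted IL-2 was quantified by HTRF using a-IL-2-K (europium cryptate) and a-IL-2-d2, excited at 320nm with acceptor emission read at 665nm.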
# KCNH2 WT inh: KCNH2 (human, wildtype) channel inhibition; U2OS, BacMam KCNH2, thallium flux FluxOr; stronger effect = lower value; actives 0.37% (n = 340,000); activity change, % at 1.84 µM; AID 720551; Q12809;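 active = maximum activity change below -70%; inconclusive = maximum activity change between -70% and -50%; inactive = maximum activity change above -50%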; note: % is set by controls: 0 for no effect and ±100 for the full control effect
# Target sequence (Q12809 whole entry, looked up): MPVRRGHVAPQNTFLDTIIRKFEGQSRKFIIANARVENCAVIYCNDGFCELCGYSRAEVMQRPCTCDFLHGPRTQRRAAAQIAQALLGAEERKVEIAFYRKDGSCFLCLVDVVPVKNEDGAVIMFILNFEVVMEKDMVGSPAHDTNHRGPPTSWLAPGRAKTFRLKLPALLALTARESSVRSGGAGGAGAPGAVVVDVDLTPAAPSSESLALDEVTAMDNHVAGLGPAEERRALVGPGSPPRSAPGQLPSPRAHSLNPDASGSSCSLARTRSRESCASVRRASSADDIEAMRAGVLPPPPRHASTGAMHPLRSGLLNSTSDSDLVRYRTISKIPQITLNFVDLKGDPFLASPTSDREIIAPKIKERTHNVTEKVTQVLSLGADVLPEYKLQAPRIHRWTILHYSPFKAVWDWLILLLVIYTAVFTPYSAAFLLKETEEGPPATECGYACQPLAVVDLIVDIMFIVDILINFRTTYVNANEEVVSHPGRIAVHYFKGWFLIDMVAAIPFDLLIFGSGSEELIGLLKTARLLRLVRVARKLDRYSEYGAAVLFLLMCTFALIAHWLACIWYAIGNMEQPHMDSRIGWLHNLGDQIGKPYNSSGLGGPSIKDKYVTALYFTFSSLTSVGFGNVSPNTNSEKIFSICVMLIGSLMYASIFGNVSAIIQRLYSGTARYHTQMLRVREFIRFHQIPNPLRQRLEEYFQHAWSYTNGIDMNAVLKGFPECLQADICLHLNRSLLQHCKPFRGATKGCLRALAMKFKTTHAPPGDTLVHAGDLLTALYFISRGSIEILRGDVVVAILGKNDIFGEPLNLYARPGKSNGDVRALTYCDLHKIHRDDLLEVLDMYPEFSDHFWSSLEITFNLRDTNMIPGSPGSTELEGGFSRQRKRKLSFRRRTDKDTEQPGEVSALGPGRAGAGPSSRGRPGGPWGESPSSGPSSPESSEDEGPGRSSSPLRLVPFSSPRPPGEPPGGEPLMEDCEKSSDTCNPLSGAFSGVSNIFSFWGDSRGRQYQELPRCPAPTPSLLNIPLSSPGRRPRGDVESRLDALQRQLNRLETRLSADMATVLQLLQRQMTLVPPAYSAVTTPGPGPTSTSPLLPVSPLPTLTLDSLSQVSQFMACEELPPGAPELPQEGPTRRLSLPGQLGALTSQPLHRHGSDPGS
#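 U2OS cells transduced with wild-type KCNH2 virus are loaded with FluxOr dye for 45 min, and thallium flux is measured in kinetic reads before and after stimulation buffer. Rate constants are normalized to DMSO controls.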
# ELG1 repair inh: blocks ELG1-dependent DNA repair in HEK293T cells; HEK293T ELG1-luciferase reporter, luminescence, 16 h; DNA damage induced by 5-fluorouridine; Potency, µM (titrated, usually from 46.1 µM), without a hit: top-dose activity change, negative = inhibition, usual class: inhibitors; actives 2.3% (n = 330,000); note: potency is the fitted concentration of half-maximal effect; % is set by controls: 0 for no effect and ±100 for the full control effect; nearly all actives have a fitted effect of over 55% in size
#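 Overnight (16 hr) co-exposure of 2,000 cells/well to 5-fluorouridine and compound at 37 °C preceded detection. Luciferase was quantified via ONE-Glo luminescence; loss of signal denotes inhibition.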
# TSHR antagonist: human thyrotropin receptor antagonism | actives 0.2% (n = 330,000) | TSHR-expressing cells, TSH-stimulated cAMP HTRF, 2 h; stronger effect = lower value | P16473 | activity change, negative = inhibition, % at 11.5 µM;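 active = activity change below a set negative limit, meaning inhibition stronger than a set level, cut at about -70% in these data; inconclusive = activity change between two set negative limits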; note: % is set by controls: 0 for no effect and ±100 for the full control effect
#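 Inhibition of cAMP made by TSHR-expressing cells under TSH stimulation (4nM final, EC80; 2 h, 37 deg C) is quantified with a one-step lysis HTRF kit, anti-cAMP cryptate versus cAMP-d2.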
# KCNH2 3.1 block: inhibitors of human KCNH2 3.1 potassium channel isoform; AID 720553; activity change, % (tested at about 1.8 µM); U2OS KCNH2 3.1, thallium flux FluxOr; stronger effect = lower value; actives 0.95% (n = 340,000);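 active = maximum activity change below -70%; inconclusive = maximum activity change from -70% to -50%; inactive = maximum activity change above -50%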;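 note: thallium influx rate constant from kinetic fluorescence after stimulation buffer; % is set by controls: 0 for no effect and ±100 for the full control effect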
#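 Normalized rate constant (relative to positive and negative DMSO controls) derived from a 2 min kinetic fluorescence read after stimulation; U2OS cells expressing the 3.1 isoform via virus at 1.77 x 10^8 /mL.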
# AT treatment: potential ataxia-telangiectasia treatments restoring KAP-1 phosphorylation; actives 0.19% (n = 320,000); […] A-T fibroblasts, KAP-1 phosphorylation AlphaLISA; neocarzinostatin DNA damage 30 min before lysis; Potency, µM (titrated, usually from 57.5 µM), for the others: at the top dose activation, hits mostly activators; note: potency is the fitted concentration of half-maximal effect; % of control where 0% means no effect; nearly all actives have a fitted effect of over 45% in size
#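 hTERT-immortalized A-T patient fibroblasts ([…]), 500 cells/well in OPTI-MEM, 1% FBS, got compounds for 60 min, then NCS for 30 min at 37C. Lysates were then assayed for phospho-KAP-1 by AlphaLISA (anti-pKAP1 donor, anti-KAP1 acceptor beads), 6 hr at 25C.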
# Eya2 phos inh: Eya2 (human) phosphatase inhibition; O00167; recombinant Eya2, OMFP fluorescence dephosphorylation (OMFP is methylfluorescein phosphate); Potency, µM (top dose mostly 76.9 µM), for inactives: at the top dose activity, negative = inhibition, hits mostly inhibitors; actives 0.006% (n = 330,000); note: potency is the fitted concentration of half-maximal effect; % is set by controls: 0 for no effect and ±100 for the full control effect
#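 Eya2 (0.2 uM) preincubated 10 min at ambient with compound, then OMFP substrate added at 50 uM; 10 min reaction in 50 mM HEPES pH 7.5, 50 mM NaCl, 5 uM MgCl2, 0.05% BSA, 1 mM DTT. Fluorescence read at Ex 485/Em 525 nm.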
# Mito fusion yeast: blocks mitochondrial division or promotes mitochondrial fusion | actives 0.23% (n = 320,000) | Potency, µM (series often up to 46.1 µM), inactives show at the highest dose growth rescue (activation), hits mostly activators | AID 485298 | S. cerevisiae fusion-defective mutant growth rescue, CellTiterGlo 48 h;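 note: potency is the fitted concentration of half-maximal effect; % of control where 0% means no effect; nearly all actives have a fitted effect of over 45% in size; temperature-sensitive fusion mutants such as fzo1-1 at 37 °C on non-fermentable ethanol glycerol medium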
#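 Compounds are tested for their ability to restore growth of mitochondrial fusion-defective yeast strains at non-permissive 37C in YPEG medium over 48 hours. Viability is quantified by luciferase luminescence.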
# USP2a inh: inhibitors of human ubiquitin-specific protease USP2a; AID 463254; O75604; USP2 core, Ub-CHOP2 coupled fluorogenic reporter, 485/531; actives 0.01% (n = 330,000); Potency, µM (series often up to 38.3 µM), without a hit: at the highest dose activity change, negative = inhibition, hits mostly inhibitors;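 note: potency is the fitted concentration of half-maximal effect; plate controls were DMSO wells for no effect and full inhibition by NEM control for full effect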
#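 USP2 core (10nM final) preincubated 30min RT with compound in 20mM Tris-HCl pH 8.0, 2mM CaCl2, 2mM beta-mercaptoethanol, 0.05% CHAPS; 25nM Ub-CHOP2 plus 25nM reporter substrate added, fluorescence (Ex485/Em531) read after 60min.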
# TRPV1 agonist: human TRPV1 agonism; AID 540275; activation, % at 8.33 µM; TRPV1-expressing cells, Fluo-8 calcium influx, agonist mode; Q8NER1; actives 0.19% (n = 320,000); in the data active = activation above about 80%; inconclusive = between about 30% and that limit; note: 0% is about no effect
#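 Fluo-8 calcium influx in TRPV1-expressing cells, kinetic read (ex 480/em 520 nm). Compound added and read 3 min for agonist activity, followed by capsaicin at EC20 final and 2 min further read for enhancement.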
# Starred values were filed as active, the others as inactive; i = inactive; ? = inconclusive; . = not tested or not shown; [ ] = remark or other dose. Unless noted, calls come from the whole dose curve; as a rule, active = well fitted curve in the direction sought with a large enough effect; inconclusive = small, poorly fitted or top-dose-only effect, or another doubt; inactive = no such curve, though single readings can be large; an effect the other way counts as inactive or inconclusive. The list is partial; count on the stated rates, not on these rows.
# The first 10 compounds (preview)
SMILES,TCR act,KCNH2 WT inh,ELG1 repair inh,TSHR antagonist,KCNH2 3.1 block,AT treatment,Eya2 phos inh,Mito fusion yeast,USP2a inh,TRPV1 agonist
Cc1noc(C)c1CSc1nc2ccccc2[nH]1,14%,2,13%,0,14,3%,-13%,2%,1%,2
CC1CCCCC1NC(=O)CCCc1nc2ccccc2c(=O)[nH]1 (stereo not drawn),-3%,-4,-2%,1,16,-4%,-11%,-5%,1%,1
Cc1ccc(CCC2C3=C(CCCC3=O)OC3=C2C(=O)CCC3)cc1,8%,11,-18%,-9,9,2%,8%,-10%,4%,16
O=C(CSc1nnc(Cc2ccccc2)o1)Nc1ccc(Br)cn1,6%,1,18%,-6,-13,-3%,-14%,-4%,0%,1
CC1CCN(C2CCN(S(=O)(=O)c3ccc(F)cc3)CC2)CC1,4%,2,-14%,.,1,-7%,0%,9%,2%,2
COc1ccc(S(=O)(=O)N(C)CC(=O)NCc2cccnc2)cc1,3%,45,-5%,-2,8,-2%,-7%,-4%,-1%,5
O=C(CCn1c(=S)[nH]c2ccccc2c1=O)N1CCOCC1,1%,5,11%,31,14,1%,23%,4%,-2%,10
CC(=O)N/C(=C\c1ccccc1)C(=O)OCC(=O)NC(C)C12CC3CC(CC(C3)C1)C2 (stereo not drawn),-1%[46.1 µM],23,0%,24,14,-10%,-3%,8%,-1%,?
COc1ccc(COC(=O)c2ccc(Cl)c(S(=O)(=O)N3CC(C)OC(C)C3)c2)cc1 (stereo not drawn),3%,8,?,-15,-3,15%,-11%,7%,-1%,?
CC(C)N(C(=O)CSc1nc2ccccc2c(=O)[nH]1)C(C)C,5%,6,?,3,-3,4%,1%,1%,-1%,2

# Results, previewed entries included:
SMILES,TCR act,KCNH2 WT inh,ELG1 repair inh,TSHR antagonist,KCNH2 3.1 block,AT treatment,Eya2 phos inh,Mito fusion yeast,USP2a inh,TRPV1 agonist
Cc1noc(C)c1CSc1nc2ccccc2[nH]1,14%,2,13%,0,14,3%,-13%,2%,1%,2
CC1CCCCC1NC(=O)CCCc1nc2ccccc2c(=O)[nH]1 (stereo not drawn),-3%,-4,-2%,1,16,-4%,-11%,-5%,1%,1
Cc1ccc(CCC2C3=C(CCCC3=O)OC3=C2C(=O)CCC3)cc1,8%,11,-18%,-9,9,2%,8%,-10%,4%,16
O=C(CSc1nnc(Cc2ccccc2)o1)Nc1ccc(Br)cn1,6%,1,18%,-6,-13,-3%,-14%,-4%,0%,1
CC1CCN(C2CCN(S(=O)(=O)c3ccc(F)cc3)CC2)CC1,4%,2,-14%,.,1,-7%,0%,9%,2%,2
COc1ccc(S(=O)(=O)N(C)CC(=O)NCc2cccnc2)cc1,3%,45,-5%,-2,8,-2%,-7%,-4%,-1%,5
O=C(CCn1c(=S)[nH]c2ccccc2c1=O)N1CCOCC1,1%,5,11%,31,14,1%,23%,4%,-2%,10
CC(=O)N/C(=C\c1ccccc1)C(=O)OCC(=O)NC(C)C12CC3CC(CC(C3)C1)C2 (stereo not drawn),-1%[46.1 µM],23,0%,24,14,-10%,-3%,8%,-1%,?
COc1ccc(COC(=O)c2ccc(Cl)c(S(=O)(=O)N3CC(C)OC(C)C3)c2)cc1 (stereo not drawn),3%,8,?,-15,-3,15%,-11%,7%,-1%,?
CC(C)N(C(=O)CSc1nc2ccccc2c(=O)[nH]1)C(C)C,5%,6,?,3,-3,4%,1%,1%,-1%,2
Clc1ccsc1-c1csc(-c2cccnc2)n1,-3%,-6,?,-21,-20,4%,2%,6%,1%,25
CC(=O)c1ccc(Nc2cc(C)nc3c(C)cccc23)cc1,-2%,.,?,9,-14,0%,-3%,0%,-2%,0
CCOC(=O)Cn1cc(/C=N/NC(=O)c2cc3ccccc3o2)c2ccccc21,0%,-1,?,7,-4,64%,-9%,?,-8%,1
CC1CC(=O)Nc2ccccc2S1(=O)=O (stereo not drawn),3%,-1,.,.,-18,.,.,0%,.,1
O=C(NCC1CC1(Cl)Cl)Nc1ccc(Cl)c(Cl)c1 (stereo not drawn),2%,-3,?,-29,-8,4%,-2%,-23%,2%,?
CCOC(=O)c1c(O)c2ccccc2oc1=O,0%,-4,-8%,-3,2,2%,16%,1%,2%,.
CCOC(=O)N1CCN(C(=O)C(=O)c2cn(CC(=O)N3CCCCCC3)c3ccccc23)CC1,0%,1,-1%,19,.,-29%,-10%,1%,1%,-5
COc1ccc(-c2ccc(C#N)c(SCC(=O)OCc3ccccc3)n2)cc1OC,2%,12,-5%,-9,-3,6%,-13%,6%,1%,-7
O=C(Nc1cccc(-c2nc3cccnc3s2)c1)c1cccnc1Cl,-3%,1,?,5,0,1%,7%,3%,-11%,6
NNC(=O)c1cccc(Cn2cc(Br)c([N+](=O)[O-])n2)c1,3%,5,-22%,-2,-18,-4%,8%,3%,3%,3
CCn1c(NCc2ccco2)nc2ccccc21,0%,-8,16%,4,12,-2%,13%,3%,2%,0
CN(NC(=O)COc1ccccc1)c1ccccc1,1%[46.1 µM],0,7%,-1,-22,-6%,2%,-3%,4%,-7
CCOC(=O)C1=CN(Cc2ccco2)S(=O)(=O)N(C)C1c1cccc(OC)c1 (stereo not drawn),-2%[46.1 µM],-8,4%,1,36,3%,6%,.,2%,.
CCOC(=O)/C(=C/c1c(C)n(C)c2ccc([N+](=O)[O-])cc12)C(C)=O,0%[46.1 µM],i,13µM*,6,4,-3%,-8%,10%,2%,7
O=C(N/N=C/c1ccc(F)cc1)c1ccc(Br)cc1,-4%,12,?,0,-20,-2%,7%,-3%,1%,?

# Going on with the list:
SMILES,TCR act,KCNH2 WT inh,ELG1 repair inh,TSHR antagonist,KCNH2 3.1 block,AT treatment,Eya2 phos inh,Mito fusion yeast,USP2a inh,TRPV1 agonist
CC(=O)Oc1ccc(C(=O)[C@H]2[C@H]3C(=O)N(c4ccc(C)cc4C)C(=O)[C@H]3[C@@H]3C=CC=NN32)cc1,6%,4,-8%,2,2,-11%,3%,-6%,1%,-3
C=CCN(CC=C)C(=O)C(=O)c1ccn(-c2c(C)csc2C(=O)OC)c1,-2%,-2,5%,5,19,2%,-10%,0%,0%,12
CCOC(=O)c1c(C)[nH]c(C(=O)CC(=O)OC)c1C,4%,.,-14%,2,13,-5%,4%,2%,0%,1
COc1ccc2[nH]c(=O)c(CN(Cc3ccccc3)C(=S)NCC3CCCO3)cc2c1 (stereo not drawn),1%,0,?,-5,2,2%,1%,6%,3%,14
CCCCOc1ccc(C(=O)NCC(=O)N2CC=C(c3ccccc3)CC2)cc1,-5%,-4,-17%,4,-22,11%,6%,-2%,-3%,-4
O=C(COC(=O)/C=C/c1ccc(OC(F)F)cc1)NCCN1C(=O)CSC1=O,-3%,0,12%,-8,-3,-3%,-4%,-4%,0%,0
CCOc1cc(C)nc(N2CCN(C3CCCCC3)CC2)n1,0%,7,22%,12,-40,0%,-1%,-1%,1%,2
CCOC(=O)c1ccc(-n2c(CC)nc3ccccc3c2=O)cc1,.,.,?,4,.,2%,11%,0%,-3%,-1
CCOC(=O)C1(CCOc2ccccc2)CCN(Cc2cnc(SC)nc2)CC1,14%,3,11%,3,-45,-4%,2%,-5%,0%,5
COc1ccc(CCNC(=O)CC2SC(=NCCc3ccccc3)NC2=O)cc1OC (stereo not drawn),7%[46.1 µM],-15,-6%,-7,1,5%,0%,1%,-15%,-1
CCc1cc(C(=O)N2CCCC(CCC(=O)N3CCN(c4ccccn4)CC3)C2)no1 (stereo not drawn),-7%,-10,?,-3,-5,1%,5%,0%,2%,-4
Cc1ccccc1C(=O)Nc1ccccc1C(=O)N/N=C\c1ccco1,6%,-13,-3%,5,14,-3%,20%,-1%,-2%,18
Nc1[nH]ncc1N=Nc1ccc(Cl)cc1,.,1,?,.,-2,.,12%,-1%,-5%,-3
Cc1nnc2nc(-c3ccccc3)nc(-c3ccccc3)n12,-2%,-9,-5%,7,1,2%,2%,-3%,1%,?
COc1ccc(CCC(=O)NCC(=O)OCc2ccccc2)cc1,0%,-16,14%,-6,-2,3%,10%,-2%,1%,1
COC(=O)C(C)n1cnc2c(nnn2-c2ccc(C)cc2)c1=O (stereo not drawn),-3%,0,28%,-5,12,-3%,8%,-1%,1%,5
COc1ccc(OC)c(NC(=O)C2CCCN(S(=O)(=O)c3c(C)noc3C)C2)c1 (stereo not drawn),-6%,-2,?,35,-9,10%,1%,2%,-3%,5
Cc1ccc2nc(C(=O)N3CCc4c([nH]c5ccccc45)C3c3ccccn3)cn2c1 (stereo not drawn),-6%,-5,9%,49,-3,-5%,-5%,-10%,2%,8
